AGP1 TOR yeast: alters AGP1-GFP fluorescence in TOR pathway yeast screen; S. cerevisiae AGP1-GFP multiplex flow cytometry, 3 h; GFP as percent of DMSO wells; GFP response vs DMSO, % at 10 µM; 320,000 compounds, 0.02% hits;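 active = GFP response relative to DMSO above a set limit, near screen average plus 3 SD, cut at about 150% in these data; inconclusive = fewer than 70 cells counted for the yeast strain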;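 note: median GFP channel fluorescence of the gated AGP1 strain per well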
GRK2 aptamer HTS: blocks RNA aptamer binding to human GRK2; 330,000 compounds, 0.59% hits; inhibition of aptamer binding, % at 10 µM; bead flow cytometry, FAM-aptamer displacement from GRK2;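 active = inhibition of aptamer binding above 40%, roughly 3 SD of noise, on plates passing a quality check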;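 note: median bead fluorescence of bound FAM aptamer so fluorescent compounds give negative values; no value below 0 was filed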
Yeast superoxide: yeast age-related superoxide inhibition as caloric restriction mimetic; AID 2690; superoxide response (% of plate mean), % at 10 µM; S. cerevisiae aged cells, superoxide DHE fluorescence; hits give low values; 330,000 compounds, 0.18% hits;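 active = superoxide response under a set limit, about three screen SD below normal, cut at about 65% in these data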;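 note: yeast aged for seven days with compound at 30 °C before DHE staining; 100% = average MFI of all compound-treated wells on the plate with controls excluded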
MEX-5 binding: C. elegans MEX-5 TCR-2 RNA binding activity; Q9XUB2; MEX-5/FITC-TCR2 RNA binding, fluorescence polarization; hits give low values; activity score (negative = inhibition of binding), % at 10 µM; 300,000 compounds, 0.38% hits;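 active = inhibition past about -25% in most replicates, and total fluorescence under double the plate's negative control median, limit read from the data; inconclusive = replicates evenly split on the limit, or fluorescence at least double controls; inactive = too little inhibition in most replicates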;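 note: 0% = DMSO and -100% = 5 µM competing unlabeled TCR2 RNA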
Target sequence (Q9XUB2 whole entry, looked up): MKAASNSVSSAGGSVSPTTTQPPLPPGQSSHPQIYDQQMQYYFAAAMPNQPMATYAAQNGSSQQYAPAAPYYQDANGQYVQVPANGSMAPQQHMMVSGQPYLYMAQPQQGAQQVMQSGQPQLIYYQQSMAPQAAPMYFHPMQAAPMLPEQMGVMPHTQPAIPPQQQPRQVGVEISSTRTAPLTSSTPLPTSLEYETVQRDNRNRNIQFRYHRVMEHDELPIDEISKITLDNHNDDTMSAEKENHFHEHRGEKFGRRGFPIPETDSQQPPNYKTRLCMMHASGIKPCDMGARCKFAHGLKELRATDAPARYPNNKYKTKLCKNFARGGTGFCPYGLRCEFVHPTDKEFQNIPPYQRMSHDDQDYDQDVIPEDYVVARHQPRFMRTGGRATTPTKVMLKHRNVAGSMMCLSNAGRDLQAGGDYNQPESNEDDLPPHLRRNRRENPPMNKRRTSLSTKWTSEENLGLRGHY
Bcl-xL primary: Bcl-xL (human) inhibition; GST-Bcl-xL / FITC-Bim BH3 peptide fluorescence polarization; inhibition, % at 10.9 µM; 320,000 compounds, 0.7% hits;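 active = inhibition above the mean of all tested compounds plus 3 SD, cutoff set per campaign, cut at about 30% in these data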;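 note: 0% = DMSO wells and 100% = unlabeled Bim-BH3 peptide competitor; inhibitors lower millipolarization by displacing the labeled peptide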
VLA-4 inh: inhibition in a human VLA-4 binding assay. P13612. VLA-4 expressing cells, ligand binding flow cytometry. inhibition, % (about 7 µM as worked out from the volumes in the protocol). 330,000 compounds, 0.2% hits. AID 2557; in the data active = inhibition above about 50%
GLD-1 RNA inh: GLD-1-TGE RNA interaction inhibition (C. elegans); Q17339; purified GLD-1 + fluorescein TGE RNA, fluorescence polarization; inhibition, % at 5.96 µM; 320,000 compounds, 0.44% hits;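 active = percent inhibition above a per-plate cutoff, the plate mean of test compounds plus 3 SD, cut at about 30% in these data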;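 note: 0% = DMSO wells with GLD-1 and probe and 100% = wells lacking GLD-1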
Target sequence (Q17339 whole entry, looked up): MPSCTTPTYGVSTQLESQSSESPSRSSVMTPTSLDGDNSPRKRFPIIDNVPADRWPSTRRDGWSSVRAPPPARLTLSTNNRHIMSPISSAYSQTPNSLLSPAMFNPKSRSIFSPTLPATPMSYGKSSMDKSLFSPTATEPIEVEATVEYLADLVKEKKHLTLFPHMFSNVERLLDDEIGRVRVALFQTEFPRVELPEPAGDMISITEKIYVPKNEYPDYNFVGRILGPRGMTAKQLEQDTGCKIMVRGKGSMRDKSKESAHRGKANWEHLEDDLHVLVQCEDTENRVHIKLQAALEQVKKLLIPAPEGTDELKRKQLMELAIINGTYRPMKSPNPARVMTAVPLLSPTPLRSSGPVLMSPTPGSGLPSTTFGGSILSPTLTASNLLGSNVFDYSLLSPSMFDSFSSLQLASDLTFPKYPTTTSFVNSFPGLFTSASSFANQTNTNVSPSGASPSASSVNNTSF
MCL1-BIM inh: disrupts human MCL1 binding to BIM-BH3 peptide | inhibition, % at 10.9 µM | 320,000 compounds, 0.68% hits | GST-MCL1 / FITC-Bim-BH3 fluorescence polarization;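 active = inhibition above the mean inhibition of all tested compounds plus 3 SD, set per campaign, cut at about 40% in these data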;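 note: 0% = DMSO wells and 100% = unlabeled Bim-BH3 peptide control; higher means more loss of mP so more displacement of Bim peptide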
CIT2 TOR yeast: yeast TOR pathway CIT2-GFP modulation | S. cerevisiae CIT2-GFP strain, flow cytometry, 3 h; 100 means same as DMSO wells | GFP response vs DMSO, % at 10 µM | 320,000 compounds, 0.065% hits | AID 2029;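 active = GFP response relative to DMSO above a set limit, near the screen mean plus 3 SD, cut at about 150% in these data; inconclusive = Fewer than 70 cells measured for a yeast strain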;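 note: ratio of well median GFP fluorescence to mean of DMSO wells on the plate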
* hit, by the source's call; ? = inconclusive; / = not tested or not shown; [ ] = dose if it differs, or a comment. Rows are unselected; 2.1% or so of the library scored in one or more.

SMILES	AGP1 TOR yeast	GRK2 aptamer HTS	Yeast superoxide	MEX-5 binding	Bcl-xL primary	VLA-4 inh	GLD-1 RNA inh	MCL1-BIM inh	CIT2 TOR yeast
CCOC(=O)C1(CCCc2ccccc2)CCN(C(=O)c2ocnc2C)CC1	108	1	94	3.3	3	-21	4	-2	/
CCOC(=O)N1CCC(NCCNC(=O)c2cccs2)CC1	105	13	106	-0.3	9	13	4	8	113
O=C(CCCCCn1c(=S)[nH]c2ccc(N3CCOCC3)cc2c1=O)NCc1ccc(Cl)cc1	102	3	98	-0.7	-1	1	2	-5	105
c1cnc2c(Oc3ncnc4sccc34)cccc2c1	93	2	91	-1.7	2	30	5	-2	93
Cc1cc(-c2nc(C)c(-c3nnc(SCC(=O)Nc4cc(Cl)cc(Cl)c4)n3C)s2)no1	108	2	111	-1.8	-1	0	-1	-3	108
COc1ccc(-c2ccc(=O)n(Cc3cccc([N+](=O)[O-])c3)n2)cc1	104	1	120	-1.9	2	1	5	-5	102
COc1cccc(NC(=S)Nc2cc(C)cc(C)n2)c1	103	0	95	-3.3	0	-8	-5	1	105
Nc1nonc1-n1nnc(C(=O)N/N=C/c2cc(Cl)ccc2O)c1CN1CCCCCC1	102	2	83	-2.0	3	24	-6	4	105
CCOc1ccccc1CN1CCNC(=O)C1CC(=O)NCc1ccccn1 (centres undefined)	99	1	96	3.2	22	-5	21	22	103
COc1ccccc1NC(=O)Cc1nnc(SCC(=O)Nc2nccs2)n1C	100	3	113	-1.7	-2	6	-6	-3	97
Cc1cc(C(=O)NCCc2ccc(Cl)cc2)no1	90	1	102	-1.1	-6	13	10	-3	95
Cc1c(Br)c(=O)oc2c(C)c(O)ccc12	106	1	91	0.1	13	2	8	13	106
CCn1c(SCC(=O)Nc2cccc(C(C)=O)c2)nnc1C(C)C	98	0	152	0.7	4	0	-13	-2	107
C[C@H](NC(=O)c1ccco1)C(=O)Nc1ccc2c(c1)OCO2	97	0	106	1.0	10	7	11	-1	99
O=C1CN(C(=O)COC(=O)CNS(=O)(=O)/C=C/c2ccccc2)c2ccccc2N1	82	0	90	0.2	-4	26	-1	3	102
O=C(NC1CCN(Cc2ccccc2)CC1)c1ccccc1	100	1	107	-0.8	-1	8	4	-1	105
COc1ccc(C(=O)NC(C)c2cc(OC)c(OC)cc2Br)cc1 (centres undefined)	118	0	84	2.3	-3	-4	-9	-5	107
CC1Nc2ccccc2C(=O)N1NS(C)(=O)=O (centres undefined)	108	0	95	-0.6	7	3	-1	-1	105
CCN1CCN(C(=O)CCc2nc3ccccc3n2-c2ccccc2)CC1	93	0	104	1.9	-3	13	6	-8	101
COc1cccc(/C=C/C(=O)OCC(=O)Nc2cc(S(=O)(=O)N3CCOCC3)ccc2C)c1	109	0	87	0.6	-2	-16	2	-8	102
Cc1cc(NC(=O)CCC(=O)N(Cc2ccco2)C(C(=O)NC2CCCC2)c2ccccc2C)no1 (centres undefined)	97	0	98	-12	2	-4	2	3	85
Cc1cccc(NC(=O)CSc2ccc3nnc(-c4cccnc4)n3n2)c1	97	0	104	2.3	7	18	6	7	95
CC(C)n1nccc1N(Cc1ccc(C#N)cc1)S(=O)(=O)c1ccccc1	92	3	96	0.1	5	-5	1	-5	104
Nc1nonc1-n1nnc(C(=O)N/N=C/c2cc(Br)ccc2O)c1CNc1ccccc1	103	1	69	-3.0	2	5	0	8	105
COc1cccc(/C=N/n2nnc3c(cnn3-c3ccccc3)c2=O)c1	/	3	100	/	-1	7	10	1	95
COc1ccc(/C=N/NC(=O)c2nnn(-c3nonc3N)c2-c2cccs2)cc1OC	93	0	108	1.6	2	7	-7	3	94
CCOC(=O)C1=C(N)Oc2c(oc(CO)cc2=O)C1c1ccc(Cl)cc1 (centres undefined)	107	0	107	/	5	-3	4	3	109
N#CCC1c2ccccc2CCN1C(=O)Nc1cccc(Cl)c1 (centres undefined)	108	0	82	-2.7	5	-3	-2	-1	105
COc1cc(N=Nc2ccc3ccccc3c2)ccc1O	82	0	85	2.7	6	5	-1	-6	94
Cc1ccc(-c2nnn(CC(=O)Nc3ccccc3N3CCOCC3)n2)cc1	103	1	94	-2.2	3	-46	5	8	100
Cc1[nH]nc2c1C(c1ccoc1)C(C#N)=C(N)O2 (centres undefined)	98	2	119	-11	12	-14	4	4	103
Cn1c(N/N=C/c2cccs2)cc(=O)n(C)c1=O	100	4	97	-2.6	3	-2	-11	-4	102
CN(C)CCN(C(=O)C1CCN(S(=O)(=O)c2cccs2)CC1)c1nc2ccccc2s1	112	0	103	0.2	3	8	-3	6	94
O=C(NC1CCCN(Cc2ccc(Cl)cc2)C1)c1c(F)ccc(F)c1F (centres undefined)	101	1	97	1.1	5	9	2	5	102
CS(=O)(=O)N1CCc2cc(C(=O)N3CCN(c4ccc(F)cc4)CC3)ccc21	101	0	116	3.5	7	21	4	1	94
CCN1C(=O)C2C(C1=O)N1C(c3cccs3)C3C(=O)N(CC)C(=O)C3N1C2c1cccs1 (centres undefined)	111	0	96	0.3	3	19	3	2	105
CC(=O)c1ccc(NC(=O)CN2CCN(c3ncccn3)CC2)cc1	103	0	99	-1.7	5	-2	-1	-3	109
O=C(NCCN1CCOCC1)c1ccc(S(=O)(=O)Nc2ccccc2)cc1	93	0	86	/	/	-8	6	/	95
CCN(CC)CCNC(=O)C1(O)c2cc(Br)ccc2NC(=O)N1c1cccc(OC)c1 (centres undefined)	103	0	90	-2.7	-1	11	-7	2	101
COc1cccc(-c2cc(C(F)(F)F)c3c(N)c(C#N)sc3n2)c1	100	3	110	-3.7	27	11	-2	46*	109
Cc1ccc(NC(=O)C2CCCN2S(=O)(=O)c2ccc3c(c2)CCC(=O)N3)cc1Cl (centres undefined)	96	0	109	-2.4	3	37	5	3	100
CCN1CCN(S(=O)(=O)c2ccc(Cl)c(C(=O)Nc3ccc(OC(F)F)cc3)c2)CC1	76	0	95	0.9	6	2	1	12	79
CCCNC(=O)c1ccccc1NC(=O)c1ccccc1N(C)S(=O)(=O)c1ccccc1	102	2	105	-0.2	9	4	3	-2	101
COc1cccc(NC(=O)Nc2ccc3c(c2)N(C)C(=O)CS3)c1	107	0	102	-3.4	-4	-11	-1	-1	102
COc1ccc(OCCSc2nnc(-c3cccnc3)n2N)cc1	102	1	109	-0.6	1	-9	7	-3	103
CC(=O)NC(CC(=O)Nc1cccc(S(=O)(=O)N2CCCCC2)c1)c1ccccc1 (centres undefined)	96	0	95	1.1	-5	14	0	-8	99
CC(=O)c1c(C)n(C)c2ccc(O)cc12	108	0	90	0.3	3	15	8	-1	99
CCc1nnc(NC(=O)C2CCCO2)s1 (centres undefined)	24[may fluoresce violet]	0	106	-0.3	5	-8	-2	-5	?
CC(C)(C)OC(=O)N1CCC(C(=O)Nc2ccc3c(c2)CCC3)CC1	96	0	92	/	2	8	3	5	96
COc1ccc(-n2nc(C(=O)NCCCN3CCOCC3)c3ccccc3c2=O)c(OC)c1	99	3	114	1.0	1	-110	9	4	97
CCCCC1=CC2=C(c3ccco3)C(=O)C(C)(OC(=O)c3ccc(OC)cc3)C(=O)C2=CN1CCCOC(C)C (centres undefined)	105	4	95	-0.3	63*	-7	51*	65*	103
COc1ccccc1/C=C1\SC(=S)N(CCC(=O)Nc2cccc(O)c2)C1=O	100	0	105	-0.5	-1	1	-2	4	117
COc1cccc(/C=N/NC(=O)CC(=O)NCCc2ccc(OC)c(OC)c2)c1	100	0	91	-0.5	-1	8	-1	0	103
O=C(CSc1ccccc1Cl)NC1CCCc2ccccc21 (centres undefined)	104	10	121	0.6	1	-18	5	1	99
CCc1ccc(NC(=S)N2CCC(NC(=O)c3ccccc3)CC2)cc1	105	0	97	-3.0	4	2	2	13	105
CN(C(=O)CSc1nc(C2CC2)nc2ccccc12)c1nc(-c2ccccc2)cs1	105	0	124	-1.1	1	-4	-6	0	97
COc1cccc(NS(=O)(=O)c2ccc3c(c2)CCCN3C(C)=O)c1	95	0	88	-2.8	1	4	-2	-4	96
C/C(Cn1nnc([N+](=O)[O-])n1)=N\NC(=O)c1ccccc1O	106	2	104	-1.8	1	-5	5	-2	104
COc1ccc(/C=C/C(=O)NCCc2c[nH]c3ccccc23)cc1OC	102	4	109	-0.6	-1	11	-11	-4	102
COc1ccc(Cn2c(=O)[nH]c3cc(C(=O)NCCCN4CCCC4=O)ccc3c2=O)cc1	94	0	97	-5.7	4	34	3	7	92
(list continues)
SMILES	AGP1 TOR yeast	GRK2 aptamer HTS	Yeast superoxide	MEX-5 binding	Bcl-xL primary	VLA-4 inh	GLD-1 RNA inh	MCL1-BIM inh	CIT2 TOR yeast
COc1ccc(CNC(=O)C2CCN(S(=O)(=O)N3CCOCC3)CC2)cc1	88	0	86	1.3	-1	1	3	2	92
COC(=O)c1ccccc1-c1cn(C)c2ccccc2c1=O	93	8	88	1.3	1	-12	-4	4	96
CCC(=O)Nc1ccc2nn(-c3ccc(F)cc3)nc2c1	87	/	103	0.3	5	-2	-9	0	95
CC1(C)CC(=O)c2cc(C(=O)NC3CCSC3=O)c(=O)n(-c3ccc(Cl)cc3)c2C1 (centres undefined)	96	1	96	2.1	-4	-10	-2	-3	98
Cn1c2ccccc2c2cc(C(=O)O)ccc21	99	1	138	-1.8	0	28	-1	-1	90
Cc1ccc(S(=O)(=O)N(CC(=O)N/N=C/c2cccc3c2OCCO3)c2ccccc2F)cc1	98	0	99	0.3	0	6	5	0	97
Cc1ccc(S(=O)(=O)N2CCOCC2)cc1NC(=O)CSc1nnc2n1CCCCC2	95	0	119	/	/	9	6	/	99
c1ccc(-c2nnc(-c3ccco3)o2)cc1	96	1	97	0.3	5	14	3	1	103
C[N+](C)(C)CC/C=C1/c2ccccc2CSc2ccccc21	98	0	98	-1.1	-13	16	-5	-22	91
COc1ccc(C(=O)Nc2ccc(N3CCN(C)CC3)cc2)cc1[N+](=O)[O-]	109	0	91	0.5	1	0	-1	11	103
COc1ccc(/C=N/OCc2ccccc2C#N)c(OC)c1	94	2	103	-1.5	7	5	1	0	95
C=CCn1c(=O)c2ccccc2n2c(SCc3csc(-c4ccccc4)n3)nnc12	93	1	91	-2.7	-1	-14	-4	-3	96
Cc1cc(C)c2nc(N3CCC(C(=O)NCCCN4CC(C)CC(C)C4)CC3)sc2c1 (centres undefined)	102	0	117	0.0	1	5	3	0	103
CC(=O)Nc1ccccc1NS(=O)(=O)c1ccc(Cl)cc1	48	1	107	1.1	0	7	-2	1	91
COc1cccc2cc(C(=O)Nc3ccc(F)cc3)c(=Nc3ccc(C(=O)O)cc3)oc12	97	0	99	-0.1	2	14	-8	3	90
Cc1cc(NC(=O)c2ccccc2-c2ccccc2)ccc1Br	92	0	90	/	-3	13	0	2	86

Of the compounds above, three contain a nitro group on carbon:
SMILES	AGP1 TOR yeast	GRK2 aptamer HTS	Yeast superoxide	MEX-5 binding	Bcl-xL primary	VLA-4 inh	GLD-1 RNA inh	MCL1-BIM inh	CIT2 TOR yeast
COc1ccc(-c2ccc(=O)n(Cc3cccc([N+](=O)[O-])c3)n2)cc1	104	1	120	-1.9	2	1	5	-5	102
C/C(Cn1nnc([N+](=O)[O-])n1)=N\NC(=O)c1ccccc1O	106	2	104	-1.8	1	-5	5	-2	104
COc1ccc(C(=O)Nc2ccc(N3CCN(C)CC3)cc2)cc1[N+](=O)[O-]	109	0	91	0.5	1	0	-1	11	103
